UTI89 phage lysis – protection from phage-mediated lysis, alamar blue read-out – E. coli UTI89, K1F phage, bacterial capsule biogenesis inhibitors (AID 488966). E. coli UTI89 K1F phage lysis, alamar blue, 2 h; higher % means a stronger effect. inhibition, % at 100 µM; hits with a dose series show IC50 in µM. 340,000 compounds, 0.02% hits;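 active = phage lysis inhibition, versus mean bacterial control, above a set limit; inconclusive = no clear call, values can overlap the other calls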;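 also: capsule biogenesis inhibitors block K1F phage lysis so surviving cells raise fluorescence; higher fluorescence means more inhibition of phage lysis; actives were called in the ten point dose series up to 300 µM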
NTR1 ag – NTR1-driven beta-arrestin-GFP spot formation – imaging, U2OS cells, high content, primary screen (AID 493036); agonist mode; 330,000 compounds, 0.17% hits; P30989; activation, % at 20 µM;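 active = activation at or above 40% of the spot to cytoplasm intensity ratio, with at least 20 cells analyzed; inconclusive = wells under 20 cells, flagged as cytotoxic or low count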;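 also: 0% = DMSO without peptide and 100% = 100 nM NTR1 peptide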
Target sequence (P30989 whole entry, looked up): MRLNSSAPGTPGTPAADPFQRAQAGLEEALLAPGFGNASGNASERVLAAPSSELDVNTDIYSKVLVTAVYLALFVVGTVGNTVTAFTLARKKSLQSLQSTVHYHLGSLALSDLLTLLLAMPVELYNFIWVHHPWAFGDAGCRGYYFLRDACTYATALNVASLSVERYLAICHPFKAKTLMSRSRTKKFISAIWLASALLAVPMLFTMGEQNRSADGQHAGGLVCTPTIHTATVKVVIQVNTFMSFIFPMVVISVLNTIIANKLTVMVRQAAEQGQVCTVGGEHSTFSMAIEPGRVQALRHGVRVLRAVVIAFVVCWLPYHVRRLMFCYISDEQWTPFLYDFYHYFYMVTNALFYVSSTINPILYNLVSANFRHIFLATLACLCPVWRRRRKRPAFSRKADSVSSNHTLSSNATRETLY
RSV antiviral HEp-2 – RSV antiviral activity via CPE protection, HEp-2 cells, primary 10 µM value included (AID 2391); 310,000 compounds, 0.13% hits; CPE inhibition, % at 10 µM; hits with a dose series show IC50 in µM; HEp-2 cells, RSV-induced CPE inhibition; higher % means a stronger effect; in the data active = a potency from the dose series; inconclusive = CPE inhibition mostly from about 23% at the one dose, without a potency; inactive = the rest, 99 in 100 with CPE inhibition below about 21%; also: strong numbers were not always called active
PhoP inhibition – PhoP-dependent GFP reporter repression – Salmonella Typhimurium, primary screen (AID 1863). S. Typhimurium PhoP-regulated promoter GFP reporter, 4 h; higher % means a stronger effect. one-dose inhibition, % at 50 µM; IC50 in µM for titrated hits. 300,000 compounds, 0.16% hits;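 active = inhibition over 29.93%, a cutoff 3 SD above the screen mean, later confirmed by dose response; inconclusive = inhibition over 29.93% but no dose response follow-up; inactive = inhibition at most 29.93% or unconfirmed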;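 also: 0% = low Mg2+ inducing control and 100% = high Mg2+ repressing control; strong numbers were not always called active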
NS5 inhibitors – Dengue-2 NS5 methyltransferase inhibitors, primary screen, biochemical, confirmation dose response (AID 588689); Dengue-2 NS5 methyltransferase capping enzyme assay, biochemical; higher % means a stronger effect; inhibition, % at 25 µM, or IC50 in µM where a hit was titrated; 340,000 compounds, 0.3% hits; in the data active = a potency from the dose series; inconclusive = inhibition above about 29% without an active follow-up result
SV40 large T antigen – SV40 large T antigen inhibitors, biochemical (AID 1903). SV40 large T antigen ATPase/helicase inhibition assay; higher % means a stronger effect. inhibition, % at 20 µM, or IC50 in µM where a hit was titrated. 310,000 compounds, 0.39% hits; in the data active = a potency from the dose series; inconclusive = inhibition mostly from about 32% at the one dose, without a potency; inactive = the rest, 99 in 100 with inhibition below about 32%; also: strong numbers were not always called active
T cell HTS – T cell immune modulation candidate. 330,000 compounds, 0.068% hits. calls only at 7 µM. 2C CD8+ T cell-vesicle binding, flow cytometry; stronger effect = lower value;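 active = response, share of CD8 T cells binding vesicles, and their 90th percentile fluorescence all below set limits, cut at about 80% in these data, passing the limit was not always enough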
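Benchmarks: naked versus QL9-loaded vesicles / Assay system: purified 2C TCR transgenic mouse naive CD8+ T cells / Technique: high-throughput flow cytometry with anti-B7-1 and anti-CD8 staining / Timing: Cell–vesicle co-incubation 1.5 h at 37 °C, staining 20 min on ice / Read-out: percent CD8+ FL2 mean versus row control / Probe or stimulus: QL9-loaded Drosophila micro-vesicles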
West Nile virus CPE – inhibition of WNV-induced cytopathic effect – cell-based, CPE readout (AID 1621). 290,000 compounds, 0.02% hits. West Nile virus-infected cells, CPE inhibition; higher % means a stronger effect. CPE inhibition, % at 10 µM, or IC50 in µM where a hit was titrated; in the data active = a potency from the dose series; inconclusive = CPE inhibition mostly from about 3.7% at the one dose, without a potency; inactive = the rest, 99 in 100 with CPE inhibition below about 2.2%; also: strong numbers were not always called active
MgcRacGAP inhibition – MgcRacGAP GTPase-activating activity inhibitors, confirmation, biochemical, ADP Hunter fluorescence | MgcRacGAP-stimulated Rac1 GTP hydrolysis, ADP Hunter fluorescence; higher % means a stronger effect; GST-tagged Rac1 F28L mutant substrate | inhibition, % at 30 µM; hits with a dose series show IC50 in µM | 340,000 compounds, 0.6% hits | AID 624330;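 active = first-screen hits whose inhibition reached a set limit at any dose in the follow-up dose series; inconclusive = inhibition above the set first-screen limit but never retested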;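 also: fluorescence reports GDP produced by GAP-driven GTP hydrolysis; strong numbers were not always called active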
T cell HTS vesicle-bound % – further read-out of T cell HTS, marked with its call; double positive events, %; measured here: CD8+ vesicle-bound cell fraction;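 binding gate set so that unloaded-vesicle control wells show 10% double positive cells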
NTR1 ag cell count 20 µM – also measured in NTR1 ag; calls as there; cell count; measured here: cell count, cytotoxicity flag
NS5 inhibitors pilot replicate – further read-out of NS5 inhibitors, marked with its call; inhibition, %; measured here: pilot screen replicate inhibition
The depositor's hits bear a star; i = inactive; ? = inconclusive; . = not tested or not shown; [ ] = another dose, or the depositor's remark.

SMILES | UTI89 phage lysis | NTR1 ag | NTR1 ag cell count 20 µM | RSV antiviral HEp-2 | PhoP inhibition | NS5 inhibitors | SV40 large T antigen | T cell HTS | T cell HTS vesicle-bound % | West Nile virus CPE | MgcRacGAP inhibition | others
CCOc1ncccc1C(=O)Nc1nnc(C2CC2)s1 | -0.8% | 2.3 | 39 | 1.1% | 2% | -2% | 8% | i | 23 | -1.1% | -5%
CN1CCN(CCC(=O)Nc2ccccc2Cl)CC1 | -0.2% | -1.6 | 84 | 1.2% | 1% | -8% | -6% | i | 13 | 0.1% | 5%
CC(=O)N(C(C)=O)S(=O)(=O)c1ccc(N=NN2CCCCC2)cc1 | 3.5%[50 µM] | 1.0 | 53 | 1.7% | -11% | -1% | 4% | i | 51 | -0.4% | 1%
COc1ccc(/C=N/NC(=O)CC(=O)NCCc2ccccc2)cc1OC | -0.3% | 0.4 | 30 | 3.4% | -9% | -4% | -5% | i | 15 | 1.0% | 2%
Cc1ccc(C(=O)Nc2nnc(CC(=O)N/N=C/c3ccc(O)c(O)c3)s2)cc1 | 0.2% | -0.3 | 52 | 0.7% | 3% | 3% | 19% | i | 36 | 0.4% | 29%
Cc1ccc2[nH]c3nc(SCCN4CCOCC4)nnc3c2c1 | 0.0% | -0.9 | 82 | ? | 0% | -6% | 10% | i | 50 | -0.1% | 11%
COc1ccccc1N=Nc1c(C)[nH]n(-c2ccccc2)c1=O | 0.3% | 2.5 | 46 | 1.0% | -5% | 2% | 12% | i | 54 | -1.7% | 8% | NS5 inhibitors pilot replicate=-4.6
Cc1cc(C(=O)Cn2c(CO)nc3ccccc32)c(C)n1C | 0.7% | 1.1 | 63 | -1.1% | -11% | 6% | 6% | i | 58 | -0.2% | 13%
N/C(=N\OC(=O)c1ccccc1[N+](=O)[O-])c1cccnc1 | -0.6% | 0.9 | 54 | 2.7% | -3% | 0% | 1% | i | 41 | 0.3% | 5%
Cc1nc2ccccn2c1/C(O)=C1\C(=O)C(=O)N(CCN(C)C)C1c1ccco1 (stereo not given) | 0.5% | 1.5 | 77 | 1.6% | 0% | 1% | -10% | i | 60 | 0.3% | 13%
Cc1nc2ccc(F)cc2cc1C(=O)Nc1ccc(Cl)c(Cl)c1 | 2.0% | . | . | 0.5% | 6% | -2% | -3% | i | 47 | -0.9% | 6%
O=C(CNC(=O)c1ccc2c(c1)OCO2)Nc1ncccc1O | 1.3%[50 µM] | 0.5 | 70 | 0.8% | -11% | 9% | 22% | i | 37 | . | 10%
Cc1ccc(CNC(=O)c2cc(-c3cc(C)cc(C)c3O)n[nH]2)cc1 | 0.6% | 1.5 | 64 | -2.0% | -11% | -2% | 10% | i | 18 | 0.3% | 6%
CCOC(=O)C1C(=O)NC(c2ccccc2)=NC1c1ccc(Br)cc1 (stereo not given) | -0.7% | 2.6 | 52 | 0.0% | -7% | -7% | -3% | i | 24 | -0.7% | 12%
Cc1ccc(C(=O)CSc2nc3cccnc3n2C)cc1 | -1.2% | 6.8 | 61 | 2.9% | -1% | 1% | 10% | i | 53 | 0.5% | -3%
CCCN(CC(=O)Nc1cccc(Br)c1)CC(=O)Nc1ccc(F)c(F)c1F | 0.8% | 6.1 | 40 | 2.1% | 12% | 2% | 12% | i | 33 | 10% | 8%
CC(C)(C)S(=O)(=O)c1ccsc1C(=O)O | 0.4%[50 µM] | -0.4 | 77 | 1.8% | -3% | -8% | 6% | i | 35 | 0.1% | 6%
CC(C)(C)N(CC#CCC(O)(c1ccccc1)c1ccccc1)CCO | 0.5% | 0.7 | 48 | . | -6% | -8% | 8% | i | 56 | -0.6% | 10%
COc1ccc(CCNC(=O)CCC(=O)c2cccs2)cc1OC | 1.5%[50 µM] | 0.6 | 67 | -1.9% | -5% | 4% | 18% | i | 40 | . | 0%
C=C(C)C(=O)NC1=NN(c2ccccc2)C(=O)C1 | -5.9% | -0.5 | 51 | 1.0% | 0% | -3% | 23% | i | 35 | -0.5% | 6%
CC1=NN(C(=O)c2cccc(Cn3nc(C)c([N+](=O)[O-])c3C)c2)C(O)(C(F)(F)F)C1 (stereo not given) | 8.7% | 2.0 | 61 | 2.4% | 9% | -2% | 3% | i | 48 | 0.0% | -2%
Cc1ccc(C)c(S(=O)(=O)N2CCCCC2CCNC(=O)C(=O)NCc2ccco2)c1 (stereo not given) | -0.2%[50 µM] | -0.8 | 57 | 3.3% | 8% | -1% | 60% | i | 9 | . | 7%
O=C(CSC1=NS(=O)(=O)c2ccccc2N1)N1CCCCC1 | 0.7%[50 µM] | 0.5 | 50 | 1.5% | 11% | -1% | 6% | i | 14 | . | 6%
O=C(NNC(=O)c1ccccc1OCc1ccccc1)c1ccccc1O | -0.4% | 0.4 | 37 | 4.8% | 5% | -6% | 2% | i | 24 | -0.2% | 5%
CC#CCCCC(=O)Nc1ccc(C(=O)O)cc1 | -0.2% | -1.6 | 97 | -1.8% | 6% | -10% | 4% | i | 13 | -0.1% | -2% | NS5 inhibitors pilot replicate=-5.6
Cc1cc(C)nc(NC(=S)Nc2cccc(F)c2)c1 | 7.0% | -1.1 | 42 | 1.5% | -11% | -2% | 12% | i | 56 | 0.4% | 10%
COC(=O)[C@]1(Cc2ccccc2)N[C@H](CN(C)C(=O)c2ccc(C(C)(C)C)cc2)[C@@H]2C(=O)N(Cc3ccccc3)C(=O)[C@@H]21 | 0.2% | 5.9 | 73 | . | . | -1% | . | i | 7 | . | 9% | NS5 inhibitors pilot replicate=-6.1
Cc1nc(SCc2cccnc2)[nH]c(=O)c1C | 0.5% | -0.6 | 69 | 0.5% | -9% | -1% | 7% | i | 52 | 0.8% | 10%
COCCCn1c(=O)c2sccc2n(Cc2cc(C(=O)OC)ccc2OC)c1=O | 6.2% | 0.6 | 60 | 8.8% | 7% | -8% | 4% | i | 23 | -1.4% | 7%
CS(=O)(=O)NCc1nnc(SCc2c(F)cccc2Cl)o1 | 0.2% | 0.8 | 52 | 3.5% | -13% | -8% | 9% | i | 48 | -0.3% | 5%
CCNc1nc(SCC(=O)Nc2ccc(Cl)c(Cl)c2)nc(N2CCOCC2)n1 | 0.0% | 27 | 67 | ? | 4% | 1% | 6% | i | 27 | 0.2% | 6%
O=C(Nc1ccc(Cl)c(Cl)c1)Nc1cc(C(=O)N2CCOCC2)ccc1N1CCCCC1 | 0.3% | 4.3 | 54 | 1.2% | . | -1% | . | i | 48 | . | 0%
COc1ccc(NS(=O)(=O)c2cc(S(C)(=O)=O)ccc2C)cc1 | 1.2% | -0.5 | 49 | 1.5% | -6% | -1% | 1% | i | 36 | -0.5% | 4%
CCn1nc(C)c(NC(=O)CC23CC4CC(CC(C4)C2)C3)c1C | 0.8%[50 µM] | 1.4 | 68 | 5.8% | 1% | 1% | 0% | i | 52 | -1.1% | 12%
COc1ccc(NC(=O)C2CCCO2)cc1Cl (stereo not given) | 2.1% | -0.8 | 77 | 0.9% | -5% | -4% | 0% | i | 40 | 0.1% | 7%
CC(C)=CCC[C@](C)(O[C@@H]1O[C@H](CO[C@@H]2OC[C@H](O[C@@H]3OC[C@@H](O)[C@H](O)[C@H]3O)[C@H](O)[C@H]2O)[C@@H](O)[C@H](O)[C@H]1O)C1CC[C@]2(C)C1[C@H](O)CC1[C@@]3(C)CC[C@H](O)C(C)(C)C3[C@@H](O)C[C@]12C (stereo not given in full) | 1.7% | 0.1 | 63 | . | . | -7% | . | i | 20 | . | 10%
O=C(CCc1ccc(S(=O)(=O)NC2CCCCC2)cc1)NCc1ccccn1 | 0.0% | 3.5 | 43 | 0.1% | -1% | . | 20% | i | 38 | -0.5% | 2%
CC1CCC(NC(=O)C(Cc2ccccc2)n2cccc2)CC1 (stereo not given) | 0.1% | 0.0 | 62 | 2.1% | -2% | -9% | 16% | i | 31 | -0.4% | 3%
COc1ccc(CNC(=O)NCCc2c[nH]c3ccccc23)cc1 | -1.7%[50 µM] | -1.0 | 87 | 0.9% | -6% | -5% | 2% | i | 15 | -0.8% | 9%
Cc1ccccc1NC(=O)C(NS(=O)(=O)c1ccc2c(c1)c(=O)n(C)c(=O)n2C)c1ccccc1 (stereo not given) | -2.7% | 0.7 | 86 | 0.7% | 5% | -8% | 2% | i | 21 | -0.2% | 4%
COc1ccc(-c2sc3cc4c(cc3c2C#Cc2ccc(N)cc2)OCO4)cc1 | 0.8% | 3.9 | 63 | . | . | -5% | . | i | 23 | . | 6%
O=C1NC[C@H](c2ccccc2)N(CCc2cc(C(F)(F)F)cc(C(F)(F)F)c2)C1=O | 1.5% | -0.1 | 77 | 4.4% | -1% | -7% | 10% | i | 45 | -1.7% | 4%
CCN1C(=O)[C@H]2[C@H]3CN=C(SCc4ccc(C#N)cc4)N3[C@@](C)(C(=O)OC)[C@H]2C1=O | 0.0% | 0.1 | 24 | . | . | -1% | . | . | . | . | 10% | NS5 inhibitors pilot replicate=-2.1
Fc1ccc(CNC(=S)Nc2ccccc2Cl)cc1 | 1.6% | 0.0 | 45 | 0.9% | 0% | -4% | 16% | i | 36 | -0.2% | 6%
Cc1sc2ncnc(OCC(=O)NCC3CCCO3)c2c1C (stereo not given) | 0.0% | -0.3 | 83 | 1.2% | 6% | -7% | 15% | i | 15 | -0.1% | 2%
CCc1cccc(OCC2Cn3c(nc4c3c(=O)n(C)c(=O)n4C)O2)c1 (stereo not given) | -0.4% | 3.0 | 48 | 19% | -3% | 0% | 0% | i | 60 | -0.8% | 14%
O=C(CSc1ccc2c(c1)OCCO2)N1CCN(c2ccccc2O)CC1 | 0.5%[50 µM] | 0.3 | 71 | . | . | 1% | . | . | . | . | -1%
NS(=O)(=O)c1ccc(NC(=S)NNC(=O)c2cccs2)cc1 | . | 1.1 | 47 | 0.4% | 2% | . | 17% | i | 46 | 0.0% | .

Compound activity (PubChem BioAssay)
